Pol eta inh: inhibitors of human DNA polymerase eta; recombinant Pol eta, fluorescent DNA replication assay; Q9Y253; Potency, µM (series often up to 114 µM), without a hit: at the highest dose activity change, negative = inhibition, actives largely listed as inhibitors; 1.2% of 390,000 active; note: potency is the fitted concentration of half-maximal effect; % is set by controls: 0 for no effect and ±100 for the full control effect
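Pol eta (10 nM) was preincubated with compounds for 15 min at room temperature, after which fluorescent replication substrate (50 nM final) was added to start the reaction. Fluorescence was read kinetically at 0 and 10 min.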
Pol iota inh: DNA polymerase iota (human) inhibition | Q9UNA4 | Pol iota fluorescent replication assay, 10 min | Potency, µM (series often up to 115 µM), without a hit: at the highest dose activity, negative = inhibition, hits mostly inhibitors | 1% of 390,000 active; note: potency is the fitted concentration of half-maximal effect
Target sequence (Q9UNA4 whole entry, looked up): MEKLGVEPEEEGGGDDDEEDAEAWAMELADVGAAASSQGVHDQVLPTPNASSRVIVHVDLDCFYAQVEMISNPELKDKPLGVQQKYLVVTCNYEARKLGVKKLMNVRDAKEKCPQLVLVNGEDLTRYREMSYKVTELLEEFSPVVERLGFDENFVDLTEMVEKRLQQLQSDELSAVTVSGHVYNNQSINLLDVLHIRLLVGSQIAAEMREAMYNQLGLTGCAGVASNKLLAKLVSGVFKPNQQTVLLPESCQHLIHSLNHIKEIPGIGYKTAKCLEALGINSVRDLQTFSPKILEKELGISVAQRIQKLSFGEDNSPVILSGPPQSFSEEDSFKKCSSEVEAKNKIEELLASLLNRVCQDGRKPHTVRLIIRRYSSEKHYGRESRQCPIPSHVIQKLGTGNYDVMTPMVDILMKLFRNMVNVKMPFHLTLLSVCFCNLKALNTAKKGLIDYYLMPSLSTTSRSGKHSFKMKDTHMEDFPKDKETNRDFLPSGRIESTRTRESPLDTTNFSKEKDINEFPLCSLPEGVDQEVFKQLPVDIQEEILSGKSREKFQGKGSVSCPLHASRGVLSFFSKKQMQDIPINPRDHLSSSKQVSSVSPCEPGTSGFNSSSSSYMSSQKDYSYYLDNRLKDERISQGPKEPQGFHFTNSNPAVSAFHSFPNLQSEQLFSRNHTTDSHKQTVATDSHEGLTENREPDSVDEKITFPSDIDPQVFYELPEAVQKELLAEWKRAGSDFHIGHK
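Fluorescent replication assay read twice, at 0 min and 10 min after adding 50 nM (final) substrate. Enzyme (10 nM) and compounds were first incubated 15 min at room temperature; enzyme-free buffer wells were negative controls.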
Pol kappa inh: inhibitors of human DNA polymerase kappa. Q9UBT6. purified Pol kappa, fluorescent DNA synthesis assay, 10 min. Potency, µM (highest dose often 107 µM), for the others: at the highest dose activity, negative = inhibition, actives largely listed as inhibitors. 0.53% of 400,000 active; note: potency is the fitted concentration of half-maximal effect; % is set by controls: 0 for no effect and ±100 for the full control effect
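Kinetic fluorescence readout at 0 and 10 min followed reaction start with substrate at 50 nM final. Beforehand, enzyme (10 nM Pol kappa) stood 15 min with compound at room temperature; buffer-only wells were negative controls.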
APEX1 inh: APE1 (human) endonuclease inhibition | P27695 | recombinant APE1, TAMRA/BHQ-2 abasic DNA cleavage fluorescence | Potency, µM (series often up to 65.8 µM), without a hit: at the top dose activity change, negative = inhibition, most hits filed as inhibitors | 0.35% of 350,000 active | AID 2517;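 note: potency is the fitted concentration of half-maximal effect; plate controls were vehicle for no effect and reference inhibitor for full effect; nearly all actives have a fitted effect of over 55% in size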
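0.75 nM APE1 + cpd, 15 min RT; start w/ 50 nM TAMRA/BHQ-2 THF-abasic dsDNA; kinetic fluor 525/598 nm ×3 reads @60 s; Δ(read3−read1); normalized to DMSO and NSC13755 control wells.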
Glioma ERSR ind: induces the endoplasmic reticulum stress response in human glioma cells. U87-MG GRP78 promoter luciferase reporter, 16 h. Potency, µM, for inactives: at the highest dose activation, most hits filed as activators. 0.02% of 420,000 active. AID 602332; note: potency is the fitted concentration of half-maximal effect; series mostly up to about 76 µM; % of control where 0% means no effect; nearly all actives have a fitted effect of over 35% in size
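Stably transfected U87-MG glioma cells carrying a GRP78-based luciferase sensor; 16 h compound incubation. Luminescence end-point read 10 min after Bright-Glo addition at room temperature.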
BLM inh: blocks DNA unwinding by human BLM helicase | recombinant BLM DNA unwinding, fluorescence dequenching | Potency, µM (series often up to 56.1 µM), inactives show top-dose activity change, negative = inhibition, most hits filed as inhibitors | 0.2% of 350,000 active;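 note: potency is the fitted concentration of half-maximal effect; plate controls were vehicle for no effect and no enzyme for full effect; nearly all actives have a fitted effect of over 35% in size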
LDHA block: LDHA (human) enzyme inhibition. 0.15% of 480,000 active. P00338. purified LDHA, NADH/diaphorase-resazurin fluorescence; hits give low values. activity change, % (values are at about 110 or 230 µM); in the data active = activity change below about -30%; inconclusive = mostly about -25% to -30%;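 note: plate controls were DMSO wells for no effect and wells without enzyme for full effect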
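Enzyme activity of human lactate dehydrogenase 5 (2 nM; 0.06 mM NADH, 0.2 mM pyruvate, 5 min, RT) is measured via a resazurin/diaphorase fluorescence readout of residual NADH.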
Apoferritin bind: binds horse apoferritin like a general anesthetic | apoferritin/1-aminoanthracene competitive binding, fluorescence | Potency, µM (titrated, usually from 77.5 µM), without a hit: top-dose activity change, negative = displacement, usual class: inhibitors | 0.074% of 350,000 active | AID 485281 | P02791; note: potency is the fitted concentration of half-maximal effect; % is set by controls: 0 for no effect and ±100 for the full control effect; nearly all actives have a fitted effect of over 20% in size
Target sequence (P02791 2-175 limits assumed): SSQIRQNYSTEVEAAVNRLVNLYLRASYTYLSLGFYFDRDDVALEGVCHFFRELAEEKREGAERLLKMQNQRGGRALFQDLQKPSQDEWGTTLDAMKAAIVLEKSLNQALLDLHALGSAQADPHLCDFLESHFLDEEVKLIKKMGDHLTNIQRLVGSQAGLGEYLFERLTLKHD
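Steps: apoferritin (10 uM) was premixed with half-saturated 1-AMA in PBS, compounds were pin-transferred, plates stood 10 min at room temperature, fluorescence was read at 380/535 nm, and curves were fitted with a Hill equation.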
POLB inh: DNA polymerase beta (human) inhibition | AID 485314 | P06746 | Pol beta primer extension/strand displacement, fluorescence kinetic | Potency, µM (titrated, usually from 114 µM), inactives show top-dose activity change, negative = inhibition, most hits filed as inhibitors | 1.3% of 340,000 active; note: potency is the fitted concentration of half-maximal effect; % is set by controls: 0 for no effect and ±100 for the full control effect
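Reaction started by 50 nM substrate onto compound-treated Pol beta (10 nM, 15 min preincubation, room temperature); plates read at 0 min and 10 min. Normalized concentration-effect data fitted by four-parameter Hill equation.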
Numbers without * were called inactive; ? = inconclusive; / = not tested or not shown; & = joins results of further samples; [ ] = another dose, or the depositor's remark. Unless noted, calls come from the whole dose curve; as a rule, active = well fitted curve in the direction sought with a large enough effect; inconclusive = small, poorly fitted or top-dose-only effect, or another doubt; inactive = no such curve, though single readings can be large; an effect the other way counts as inactive or inconclusive. Some of the compounds tested (hit frequency here may not be typical).

SMILES | Pol eta inh | Pol iota inh | Pol kappa inh | APEX1 inh | Glioma ERSR ind | BLM inh | LDHA block | Apoferritin bind | POLB inh
C/C(=N\NC(=O)C1CC1)c1ccc(C(C)(C)C)cc1 | -9% | -20% | -6% | 2% | -1% | 1% | -2 | -7% | 49%
OC[C@H](S)CS | / | 10% | -11%[60.1 µM] | / | -12%&-11% | 6% | -6 | / | /
O=P(CCN1CCCCC1)(c1ccccc1)c1ccccc1 | 6% | 10% | -12% | 4% | -6% | 0% | 2 | -7% | 15%
CC1CCN(c2ccc([N+](=O)[O-])c(SCCO)c2)CC1 | -10% | 12% | 2% | -1% | -2% | -5% | -1 | -7% | 0%
COc1ccc(OC)c(NC(=O)Cn2c(-c3ccc(Cl)cc3)noc2=O)c1 | -12% | -5% | -4% | 1% | -3% | -1% | 5 | 0% | -1%
Cc1nc(C(=O)Nc2ccc(F)cc2)nn1-c1ccc([N+](=O)[O-])cc1 | -12% | 10% | -5% | 1% | 2% | 1% | -4 | -6% | 8%
N#Cc1ccc(Oc2ccc(/C=N/O)cn2)cc1 | -14% | -4% | -5% | 6% | -2% | 2% | -2 | -1% | -1%
Oc1ccccc1OCc1nc2ccccc2s1 | -4% | 9% | -2% | -4% | 2% | -3% | -6 | ? | -5%
CN1CC(=O)Nc2cc(C(=O)O)ccc21 | -20% | 22% | -5%[60.1 µM] | / | -2% | 1% | 1 | -2% | 6%
C=CCN1C(=O)/C(=C/c2ccc(OC)cc2)S/C1=N/c1nccs1 | -9% | 170%[activator] | -7% | 0% | -2% | -1% | -5 | 1% | 1%
COc1cc2nc(N(CCCN(C)C)C(=O)c3ccc(C(=O)c4ccccc4)cc3)sc2cc1OC | -24% | 22% | -11% | 9% | 0% | / | -7 | / | /
CC(=O)c1c(C)[nH]c(C(=O)Nc2ccccc2Cl)c1C | 3% | ? | 4% | -13% | 5% | -5% | -3 | -2% | 6%
CCOC(=O)/C(=N/Nc1ccccc1)Sc1nnc(CCc2ccccc2)n1-c1ccccc1 | -4% | 52%[activator] | -6% | ? | 0% | 4% | -15 | 2% | 20%
Cc1c(C(=O)N2CCCC2)c(S(=O)(=O)NCC(C)c2ccccc2)c(C)n1C (stereo unspecified) | 8% | 1% | -6% | -6% | -4% | -1% | -5 | -4% | 1%
CCOc1ccc(NC(=O)c2ccc3nc(C(C)C)oc3c2)cc1 | -8% | 33% | -14%[60.1 µM] | / | -2% | 0% | -7 | -8% | 4%
CCn1c(Cc2ccccc2)nnc1SCC(=O)N1CCCCC1 | -6% | 13% | -4% | 1% | -5% | 3% | -2 | -2% | 11%
C#CCSc1nnc(-c2ccc(OC)cc2)o1 | 4% | 5% | -9% | -2% | -8% | 1% | 1 | -16% | 15%
Cc1ccc2c(c1)NC(=O)c1cccc([N+](=O)[O-])c1CO2 | / | / | / | 2% | / | 1% | / | -4% | ?
Cc1nnc(SCC(=O)NN2C(=O)NC3(CCCCC3)C2=O)s1 | -13% | 36%[activator] | -19% | 13% | -2% | 7% | -2 | 10% | 4%[57.1 µM]
CN1C=CC=C/C1=C1\SC(=S)N(C2CCCCC2)C1=O | -22% | 5% | -12% | -9% | 1% | -2% | -1 | ? | 26%

One compound at a time, from the list above. Order of values: Pol eta inh | Pol iota inh | Pol kappa inh | APEX1 inh | Glioma ERSR ind | BLM inh | LDHA block | Apoferritin bind | POLB inh
Entry for OC[C@H](S)CS : / | 10% | -11%[60.1 µM] | / | -12%&-11% | 6% | -6 | / | /
Entry for Oc1ccccc1OCc1nc2ccccc2s1 : -4% | 9% | -2% | -4% | 2% | -3% | -6 | ? | -5%
Entry for CN1CC(=O)Nc2cc(C(=O)O)ccc21 : -20% | 22% | -5%[60.1 µM] | / | -2% | 1% | 1 | -2% | 6%
Entry for CCOc1ccc(NC(=O)c2ccc3nc(C(C)C)oc3c2)cc1 : -8% | 33% | -14%[60.1 µM] | / | -2% | 0% | -7 | -8% | 4%

Taken from above.
Result for `Cc1ccc2c(c1)NC(=O)c1cccc([N+](=O)[O-])c1CO2` under Apoferritin bind: -4%
Result for `C#CCSc1nnc(-c2ccc(OC)cc2)o1` under Pol eta inh: 4%

Continued.
SMILES | Pol eta inh | Pol iota inh | Pol kappa inh | APEX1 inh | Glioma ERSR ind | BLM inh | LDHA block | Apoferritin bind | POLB inh
O=C(COC(=O)c1ccc(S(=O)(=O)N2CCOCC2)cc1)Nc1ccccc1OC(F)F | -9% | -7% | -15% | 24% | -4% | / | -7 | / | /
O=C(NC1CC1)C1CCN(C2CCN(C(=O)/C=C/c3cccc(F)c3F)CC2)CC1 | -8% | 47%[activator] | 10% | 3% | -2% | 0% | -1 | -7% | 8%
COc1ccc(Cl)cc1NC(=O)CN(C)C(=O)CCc1nc2ccccc2c(=O)[nH]1 | -19% | 33% | 2% | 23% | -1% | / | -1 | / | /
Cc1c(C)c2ccc(O[C@@H]3O[C@H](CO)[C@H](O)[C@H](O)[C@H]3O)c(C)c2oc1=O | 3% | 8% | -11% | 28% | -9% | 2% | -4 | 4% | 14%
COCCNC(=O)C(c1ccc(Cl)cc1)N(C(=O)Cn1nnc2ccccc21)c1cccnc1 (stereo unspecified) | -16% | 39%[activator] | 6% | 1% | -2% | 1% | -1 | -5% | 1%
Cc1cc(C)nc(NS(=O)(=O)c2ccc(NC(=O)Cn3c(=O)oc4ccccc43)cc2)n1 | -14% | 8% | 2% | 13% | -6% | -6% | -1 | -3% | 35%
CCn1c(SCC(=O)N/N=C/c2ccccc2OCC(=O)O)nnc1-c1ccccc1 | 4% | -7% | -4% | -1% | -4% | 1% | -2 | -5% | -19%
CCNC(=S)NN=C1CCC(C(C)(C)C)CC1 (stereo unspecified) | -11% | -15% | -4% | 25% | -5% | -2% | 0 | -8% | 13%
Cc1cc2nc(-c3ccc(SCC(=O)NC(C)C)nc3)[nH]c2cc1C | / | / | / | -3% | / | -10% | / | -9% | ?
Cc1ccc(-n2nc3c(=O)n(CCCC(=O)NCCc4ccccc4)nc(C)c3c2C)cc1 | -8%&-11% | 11%&13% | -4%&11% | 21% | 4%&3% | 1%&1% | -4&-15 | -3%&4% | 13%&6%
CCOC(=O)N1CCC(NC(=O)CS(=O)(=O)Cc2nc(-c3cccc(Cl)c3)oc2C)CC1 | 3% | 11% | 0% | -3% | -1% | -2% | -2 | -3% | 24%
COc1ccc(S(=O)(=O)N[C@@H](CSCc2ccccc2)C(=O)O)cc1 | -10% | 16% | -6% | -2% | 6% | -3% | 1 | 0% | ?
COc1ccc(CNC(=O)CSc2nnnn2-c2ccc(O)cc2)cc1 | 8% | 1% | -10% | -1% | -2% | 0% | -8 | -11% | 0%
Cc1cc2[nH]c(=O)c(=O)[nH]c2cc1S(=O)(=O)N1CCN(c2ccccc2F)CC1 | -9%&-11% | 8%&-7% | 4%&-5% | 18% | -3%&-3% | -5%&-7% | 0&-9 | ? | -2%&-14%
CC1CCC(NC(=O)CN2C(=O)NC(C)(C)C2=O)CC1 (stereo unspecified) | ? | 49%[activator] | -2% | 10% | -3% | / | -6 | / | /
COc1ccccc1C(=O)NC(=S)Nc1ccc2[nH]c(=O)[nH]c2c1 | -15% | ? | -11% | 21% | 4% | -6% | -1 | 5% | 1%
Cc1ccc(CNC(=O)c2ccccc2CCc2ccccc2)cc1 | -14% | -13% | -9% | -4% | -2% | -4% | 3 | 6% | -1%
CN(CC(=O)N1CCOCC1)S(=O)(=O)c1cc(Cl)ccc1Cl | -7% | 5% | 0% | 31% | -3% | -2% | -2 | 2% | -3%
Cc1ccc(NC(=O)C2OCCc3ccccc32)cc1 (stereo unspecified) | -18% | 20% | -7% | 1% | 5% | -5% | -5 | ? | 3%
O=C1COc2ccc(C(=O)COC(=O)CCSc3ccccc3)cc2N1 | -8% | ? | 20% | -7% | 0% | -6% | 0 | -11% | -14%
CC(C)(C)c1ccc(OCCC(=O)Nc2cccc(S(=O)(=O)NC3=NCCCCC3)c2)cc1 | -29% | 14% | -14% | 19% | -5% | / | -2 | / | /
S=C(NNc1cccc(Cl)c1)NC1CCCCC1 | -22% | 58%[activator] | -1% | 3% | -6% | -8% | 7 | ? | -9%
CC1=CC(=C2N=C(c3ccccc3)OC2=O)C=C(C)O1 | -7% | 7% | -4% | -1% | 3% | -4% | -20 | -12% | 2%
O=C(O)CCCC(=O)Nc1ccccc1-n1ccnc1 | -13% | 9% | -12% | -3% | -3% | 0% | -6 | 5% | 1%
[O-][N+](=NC1C=Cc2ccccc21)C1C=Cc2ccccc21 (stereo unspecified) | / | -14% | -6% | / | -3% | / | -11 | / | /
Cc1cc(OCc2nn[nH]n2)c2c(C)c(CC(=O)O)c(=O)oc2c1 | 13% | 0% | -18% | -6% | -6% | 2% | 0&2 | -13% | -2%
COc1ccc(CCn2c(-c3ccc(F)cc3)nc3c(c(=O)c4ccccc4n3C)c2=O)cc1OC | -17% | 69%[activator] | -1% | 5% | -5% | -3% | -7 | -5% | 18%
Cc1cc(OC(C)C(=O)NCc2ccncc2)c2c(C)cc(=O)oc2c1 (stereo unspecified) | -5% | -17% | 18% | 44% | -4% | -3% | 2 | -5% | 36%
CN1CCN(C(=O)C2=C[C@@H](c3ccccc3)C[C@@H](OCc3ccc(CO)cc3)O2)CC1 | -12% | 26% | 25% | 6% | -3% | -4% | 0 | -5% | 9%

Screening results (PubChem BioAssay)
